Bioassay records as filed in PubChem.
LMPTP block: blocks human LMPTP phosphatase | P24666 | recombinant LMPTP-A, OMFP fluorogenic substrate, fluorescence intensity | inhibition, % at 20 µM | 360,000 compounds, 0.22% hits | AID 651560;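 active = compounds that cut the enzyme signal by at least half of the control window in the single-dose screen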;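 also: plate controls were DMSO wells with enzyme plus substrate for no effect and substrate without enzyme for full effect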
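Buffer or medium: Bis-Tris pH 6.0, DTT, detergent; Assay system: LMPTP-A enzyme; Quantity: 0.625 nM enzyme; Detection: endpoint fluorescence intensity; Times: 50 min dark incubation at room temperature; Controls: substrate-only low control, DMSO enzyme-plus-substrate high control; Doses: single 20 µM dose; Read-out: percent inhibition versus substrate-only and uninhibited controls; Reagent: 400 µM OMFP.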
CSN inh: inhibitors of human CSN-mediated cullin deneddylation; Purified CSN, SCF-Nedd8-OG deneddylation, fluorescence polarization; 360,000 compounds, 0.38% hits; Q92905; inhibition, % at 12.5 µM;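 active = pattern-corrected inhibition above about 35%, with an unprinted fluorescence ratio check between 0.5 and 1.5, limit read from the data, passing the limit was not always enough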;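 also: 0% = enzyme with substrate and 100% = substrate without enzyme; some results filed as inactive read as strong as hits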
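Test system: Human Csn5 produced in HEK293T cells | Compound: 12.5 µM single point | Times: 90 min, room temperature | Signal: Fluorescence polarization readout | Read-out basis: % inhibition of substrate cleavage by Csn5 | Controls: no-enzyme wells high, enzyme-with-substrate wells low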
Rpn11 inh: inhibitors of human proteasome Rpn11. human 26S proteasome, Ub4-pepOG fluorescence polarization; 20S core pre-blocked with epoxomicin. calls only at 20 µM. 360,000 compounds, 0.59% hits;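 active = inhibition at 20 µM, scaled to each plate's controls, above about 33%, limit read from the data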
Scp1 inh: Scp-1 (human) phosphatase inhibition | Recombinant Scp1, phosphopeptide, malachite green phosphate absorbance | inhibition, % at 20 µM | 340,000 compounds, 0.88% hits | AID 493091;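 active = inhibition above about 50% at 20 µM, limit read from the data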;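 also: plate controls were DMSO wells with enzyme for no effect and wells lacking enzyme for full effect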
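Material: truncated SCP-1 phosphatase (76-261aa) / Buffer or medium: 50 mM Tris acetate pH 5.5, 0.005% Tween-20, 10 mM MgCl2 / Compound dosing: one concentration, 20 µM, with 1.0% DMSO / Incubation: 45 min room-temperature reaction, 5 min colour, 30 min stabiliser / Detection: colorimetric free-phosphate detection, absorbance 630 nm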
MLLE-PAM2 inh: inhibitors of microRNA-mediated deadenylation, human PABP1 MLLE binding; P11940; GST-MLLE / FITC-PAM2 fluorescence polarization; inhibition, % at 20 µM; 360,000 compounds, 0.36% hits; AID 588489; in the data active = inhibition above about 35%, passing the limit was not always enough;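 also: plate controls were DMSO wells with GST-MLLE for no effect and wells lacking GST-MLLE protein for full effect; some results filed as inactive read as strong as hits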
DNMT1 inh: inhibitors of human DNMT1 | P26358 | DNMT1 molecular beacon, Hinp1I cleavage, fluorescence | inhibition (reported as % activation of signal), % at 10 µM | 360,000 compounds, 0.83% hits | AID 588458; in the data active = inhibition above about 50%
Target sequence (P26358 504-1616 limits assumed): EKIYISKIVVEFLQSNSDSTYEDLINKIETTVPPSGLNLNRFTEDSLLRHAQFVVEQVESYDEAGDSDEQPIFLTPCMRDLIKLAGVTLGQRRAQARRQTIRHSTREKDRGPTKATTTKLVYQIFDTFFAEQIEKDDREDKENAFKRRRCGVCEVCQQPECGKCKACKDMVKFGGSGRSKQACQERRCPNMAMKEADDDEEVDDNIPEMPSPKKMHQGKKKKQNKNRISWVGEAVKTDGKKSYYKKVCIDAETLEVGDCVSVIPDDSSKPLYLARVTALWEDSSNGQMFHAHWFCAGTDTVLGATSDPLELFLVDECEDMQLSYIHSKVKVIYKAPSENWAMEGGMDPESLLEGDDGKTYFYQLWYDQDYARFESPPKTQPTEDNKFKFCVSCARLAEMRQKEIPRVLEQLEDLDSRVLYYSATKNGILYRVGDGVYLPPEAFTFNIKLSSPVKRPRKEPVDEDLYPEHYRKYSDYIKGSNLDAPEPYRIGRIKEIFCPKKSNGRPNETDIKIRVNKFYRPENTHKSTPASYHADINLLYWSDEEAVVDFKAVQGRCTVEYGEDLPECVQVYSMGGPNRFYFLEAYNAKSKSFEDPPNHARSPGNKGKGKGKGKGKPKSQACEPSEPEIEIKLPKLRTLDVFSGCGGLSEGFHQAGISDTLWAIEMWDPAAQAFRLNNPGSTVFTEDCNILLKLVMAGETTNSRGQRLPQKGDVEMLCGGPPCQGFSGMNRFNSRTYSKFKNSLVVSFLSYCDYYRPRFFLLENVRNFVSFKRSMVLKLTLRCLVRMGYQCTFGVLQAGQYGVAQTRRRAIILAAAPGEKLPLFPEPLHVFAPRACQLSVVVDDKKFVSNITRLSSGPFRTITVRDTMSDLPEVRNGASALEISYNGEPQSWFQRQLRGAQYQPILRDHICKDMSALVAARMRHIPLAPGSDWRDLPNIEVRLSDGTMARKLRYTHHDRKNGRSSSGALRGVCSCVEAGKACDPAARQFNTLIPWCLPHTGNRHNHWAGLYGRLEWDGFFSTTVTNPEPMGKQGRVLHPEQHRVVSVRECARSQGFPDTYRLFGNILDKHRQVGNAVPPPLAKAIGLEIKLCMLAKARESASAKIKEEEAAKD
STEP block: STEP (human) phosphatase inhibition; P54829; inhibition, % at 20 µM; recombinant STEP, OMFP fluorogenic substrate, fluorescence; 360,000 compounds, 0.25% hits;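 active = inhibition at 20 µM, scaled per plate between control wells, above about 37%, limit read from the data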;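 also: 0% = DMSO with enzyme and substrate and 100% = substrate only without enzyme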
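Also added – OMFP at 25 µM · Test system – STEP tyrosine phosphatase · Technique – FITC-channel fluorescence of OMFP product · Schedule – 20 min at room temperature, dark · Evaluation – control-normalized % inhibition with plate pattern correction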
SUMO1 PPI mod: alters human SUMO1 binding to SIM partners; SUMO1 binding to a labelled peptide, TR-FRET, 1 h; inhibition, % at 20 µM; 360,000 compounds, 0.33% hits; AID 602429; in the data active = inhibition above about 37%
Tb MetRS inh: blocks T. brucei methionyl-tRNA synthetase activity. purified T. brucei MetRS, ATP depletion, Kinase-Glo luminescence. inhibition, % at 11.9 µM. 360,000 compounds, 0.4% hits;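 active = inhibition above a per-plate cutoff of the control wells' mean inhibition plus 3 SD, cut at about 5.5% in these data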;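 also: 0% = DMSO wells median and 100% = median of wells with control inhibitor compound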
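Dosing: 11.9 µM single point; system: parasite MetRS enzyme; technique: luminescence of leftover ATP; times: 15 min enzyme-compound preincubation, 2 h reaction, 10 min detection, 25 °C; replicates: each compound tested once; read-out basis: percent inhibition relative to median high and low control wells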
NadD inh: blocks S. aureus nicotinate mononucleotide adenylyltransferase. inhibition, % at 20 µM. purified NadD enzyme, colorimetric absorbance read-out. 360,000 compounds, 0.78% hits. AID 602399; in the data active = inhibition above about 26%; also: some compounds past the cut are filed as inactive
* = called active by the depositor; i = inactive; nt = not tested or not shown; + = active, no number. Rows are unselected; about 3.6% have a hit in one of these screens.

SMILES	LMPTP block	CSN inh	Rpn11 inh	Scp1 inh	MLLE-PAM2 inh	DNMT1 inh	STEP block	SUMO1 PPI mod	Tb MetRS inh	NadD inh
COc1ccc(NC(=O)Nc2ccc(F)c(F)c2)c(OC)c1	0.0	2	i	-7	3	-4	-4	-4	-1.0	-7
N/C(=N\OC(=O)c1cc(-c2ccccc2)nc2ccccc12)c1cccnc1	0.5	3	i	-17	-13	14	-1	6	0.3	-1
COc1cc2c(cc1OC)C(c1ccc(-c3cc(Cl)ccc3Cl)o1)=NCC2	12	6	i	11	-31	-10	5	3	-0.4	5
O=C(CN(c1ccc(Cl)cc1)S(=O)(=O)c1ccc(Cl)c([N+](=O)[O-])c1)NCCc1ccccc1	-0.5	1	i	-5	-8	5	0	-3	-0.5	-3
O=C(COc1ccccc1)N1CCN(c2nnc(-c3ccccc3)c3ccccc23)CC1	-0.3	2	i	16	-9	0	3	-11	0.0	15
COCc1cc(=O)[nH]c2c1c(-c1ccccc1)nn2C	-2.3	3	i	-4	14	-6	-3	4	0.0	-5
O=C1CCC(=O)N1CCSC(=S)N1CCOCC1	-1.5	-2	i	-11	-7	1	-4	2	-1.6	-2
COc1ccccc1C(=O)NCC(=O)N/N=C/c1cc(Br)ccc1OCc1ccccc1	4.5	2	i	-3	16	-10	-1	-4	-0.6	23
O=C(O)c1ccc(COc2ccccc2/C=C2/NC(=O)N(c3cccc(Cl)c3)C2=O)cc1	19	45*	+	66*	-5	0	3	-3	0.7	22
O=C(CNC(=O)c1cccs1)c1ccc(Cl)cc1	-1.2	2	i	-5	1	0	0	1	0.4	-5
O=C(NC1CCCCC1)C(c1cccnc1)N(C(=O)c1csnn1)C1CCCC1 (stereo not drawn)	0.9	0	i	0	10	2	-4	0	0.1	-4
CC(C)(Oc1ccc(Cl)cc1)C(=O)O	0.0	-1	i	-4	2	2	3	0	-0.5	-1
O=C(c1ccccc1)N1N=C(c2ccccc2)CC1c1ccccc1[N+](=O)[O-] (stereo not drawn)	0.5	-4	i	-5	-39	2	-1	-1	-0.2	5
Cc1ccc(S(=O)(=O)CC(C)N2CCOCC2)c(S(=O)(=O)CC(C)N2CCOCC2)c1 (stereo not drawn)	-1.5	4	i	-11	3	0	-3	-4	-0.8	-1
CN(C)C(=O)/C(=C\c1ccncc1)NC(=O)c1ccccc1	0.3	-3	i	-1	-1	7	0	0	-0.7	4

Exported field by field: entries from further up
O=C(CN(c1ccc(Cl)cc1)S(=O)(=O)c1ccc(Cl)c([N+](=O)[O-])c1)NCCc1ccccc1
- LMPTP block: -0.5
- CSN inh: 1
- Rpn11 inh: i
- Scp1 inh: -5
- MLLE-PAM2 inh: -8
- DNMT1 inh: 5
- STEP block: 0
- SUMO1 PPI mod: -3
- Tb MetRS inh: -0.5
- NadD inh: -3
O=C(COc1ccccc1)N1CCN(c2nnc(-c3ccccc3)c3ccccc23)CC1
- LMPTP block: -0.3
- CSN inh: 2
- Rpn11 inh: i
- Scp1 inh: 16
- MLLE-PAM2 inh: -9
- DNMT1 inh: 0
- STEP block: 3
- SUMO1 PPI mod: -11
- Tb MetRS inh: 0.0
- NadD inh: 15
COCc1cc(=O)[nH]c2c1c(-c1ccccc1)nn2C
- LMPTP block: -2.3
- CSN inh: 3
- Rpn11 inh: i
- Scp1 inh: -4
- MLLE-PAM2 inh: 14
- DNMT1 inh: -6
- STEP block: -3
- SUMO1 PPI mod: 4
- Tb MetRS inh: 0.0
- NadD inh: -5
O=C1CCC(=O)N1CCSC(=S)N1CCOCC1
- LMPTP block: -1.5
- CSN inh: -2
- Rpn11 inh: i
- Scp1 inh: -11
- MLLE-PAM2 inh: -7
- DNMT1 inh: 1
- STEP block: -4
- SUMO1 PPI mod: 2
- Tb MetRS inh: -1.6
- NadD inh: -2

Going on with the list:
SMILES	LMPTP block	CSN inh	Rpn11 inh	Scp1 inh	MLLE-PAM2 inh	DNMT1 inh	STEP block	SUMO1 PPI mod	Tb MetRS inh	NadD inh
CCN(CC)S(=O)(=O)c1cccc(C(=O)Nc2cccnc2)c1	-0.6	-5	i	2	-6	0	1	1	0.2	-7
COC(=O)/N=C(/Cc1ccc(OC)cc1)c1ccc(OC)cc1	1.6	-2	i	-16	7	0	2	-1	-0.6	-6
CCc1cccc(C)c1NC(=O)CSc1nc2ccncc2[nH]1	10	-4	i	-2	-19	0	1	2	0.1	3
Cc1cc(-c2nc(C)c(-c3nnc(SCC(=O)Nc4ccc(Cl)cc4)n3C)s2)no1	-0.7	-2	i	-6	-6	4	-1	15	0.0	3
Cc1ccc(C)c(N(CC(=O)NN=C2CCN(C)CC2)S(=O)(=O)c2ccccc2)c1	-1.8	-4	i	-5	5	-1	-1	8	0.2	-9
CN(CC(=O)Nc1ccc(Cl)cc1)C(=O)CNC(=O)c1cccs1	0.0	0	i	-8	1	-1	-1	-5	-0.2	0
O=C(Cc1ccc(Cl)cc1)Nc1ccc(C(=O)N2CCCCC2)cc1	-0.3	4	i	1	-2	0	0	3	-0.1	-3
O=Cc1ccc(-c2ccc(F)cc2)o1	-1.2	7	i	3	9	2	4	-16	-0.5	3
COc1ccccc1OP(=O)(O)Oc1ccccc1OC	-1.4	-5	i	-1	8	2	-2	-1	-0.6	6
Cc1nc(-c2ccc(S(=O)(=O)N3CCN(c4ccccc4)CC3)cc2)co1	0.4	-1	i	6	-10	-1	3	0	-0.5	-4
CC1CCC(NC(=O)CNC(=O)c2cccs2)CC1 (stereo not drawn)	0.6	6	i	-2	-2	4	1	7	-0.5	3
COc1c(C(=O)Nc2ccc(Br)cn2)ccc2ccccc12	1.3	6	i	-10	6	0	1	-6	-0.9	-6
Cc1cc(C)c(NS(=O)(=O)c2ccccc2)c(C)c1NS(=O)(=O)c1ccccc1	-0.1	-2	i	-2	14	0	-1	5	-0.2	-6
CCSc1nnc(NC(=O)CCNS(=O)(=O)c2ccccc2F)s1	-1.7	-1	i	-5	-3	0	0	6	0.1	-2
Oc1ccccc1N1CCN(C(=S)NCCc2ccccc2)CC1	0.6	-14	i	-1	-121	-19	-2	2	-0.5	-2
CCS(=O)(=O)N1N=C(c2cccc(NS(C)(=O)=O)c2)CC1c1cccs1 (stereo not drawn)	0.0	3	i	-1	-13	-3	0	-8	0.3	-2
COC(=O)[C@H](C)NC(=O)Nc1cccc(C(F)(F)F)c1	-0.8	4	i	-18	-6	-1	-1	2	0.2	8
COc1ccc(NS(=O)(=O)c2cccc(NC(=O)CCC(=O)c3ccc(Cl)cc3)c2)cc1	3.3	1	i	-7	-4	-11	-6	1	0.4	-7
COC(=O)C1CC(O)C(O)C(O)C1 (stereo not drawn)	-1.2	-4	i	1	-1	1	-2	0	-0.5	3
CN(CC(=O)Nc1cccc(F)c1)C(=O)CCNC(=O)c1ccco1	0.3	2	i	-9	-15	0	-4	4	-0.2	3
Nc1cccc(NC(=O)CCC(=O)NCc2ccco2)c1	-1.4	1	i	-10	-17	3	-1	7	-1.1	3
COc1ccc(Oc2nc(C(F)(F)F)nc3ccccc23)cc1	0.6	0	i	-10	-2	6	1	4	-1.9	-7
COc1ccc(/C=C2\SC(=S)N(CCCC(=O)Nc3cccc(C(=O)O)c3)C2=O)cc1OC	1.2	17	+	-11	-39	-1	-1	-16	0.1	15
COc1ccc(CCNC(=O)CSc2nc3[nH]ncc3c(=O)n2-c2ccc(C)c(Cl)c2)cc1OC	-0.2	5	i	-3	3	-8	-1	-3	-1.1	5
O=C(C1CC1)N1CCc2cc(S(=O)(=O)N(CCO)Cc3ccccc3)ccc21	0.0	1	i	-5	2	0	1	1	-0.3	0
CCCCN(C=O)c1c(CC)nc2c(OCc3ccc(C(F)(F)F)cc3)cccn12	1.6	-5	i	nt	3	-6	2	-3	-0.3	9
COc1ccc(N2CC(C(=O)Nc3ccc(F)cc3F)CC2=O)cc1 (stereo not drawn)	-2.2	-7	i	-3	-8	-2	-16	1	-1.5	-1
COc1ccc(C(C)(NC(C)=O)c2nc(-c3ccc(S(C)(=O)=O)cc3)cs2)cc1 (stereo not drawn)	-0.6	0	i	nt	7	-1	-1	-7	-0.2	-6
Cc1cc(SCC(=O)c2ccc(Cl)cc2)nc(=O)[nH]1	2.0	8	+	3	-7	-1	6	-25	0.0	8
Cn1c(C(=O)N2CCN(c3ccccn3)CC2)cc2ccccc21	0.2	-1	i	-2	12	-1	-1	-7	-0.7	-4

Single records (already shown). Values in the order: LMPTP block	CSN inh	Rpn11 inh	Scp1 inh	MLLE-PAM2 inh	DNMT1 inh	STEP block	SUMO1 PPI mod	Tb MetRS inh	NadD inh
Record of CN(CC(=O)Nc1cccc(F)c1)C(=O)CCNC(=O)c1ccco1 : 0.3	2	i	-9	-15	0	-4	4	-0.2	3
Record of CCCCN(C=O)c1c(CC)nc2c(OCc3ccc(C(F)(F)F)cc3)cccn12 : 1.6	-5	i	nt	3	-6	2	-3	-0.3	9
Record of COc1ccc(/C=C2\SC(=S)N(CCCC(=O)Nc3cccc(C(=O)O)c3)C2=O)cc1OC : 1.2	17	+	-11	-39	-1	-1	-16	0.1	15

Going on with the list.
SMILES	LMPTP block	CSN inh	Rpn11 inh	Scp1 inh	MLLE-PAM2 inh	DNMT1 inh	STEP block	SUMO1 PPI mod	Tb MetRS inh	NadD inh
COC(=O)CN=Cc1c(C)[nH]n(-c2ccccc2)c1=O	-0.9	0	i	1	4	-2	-1	-1	-0.5	0
COc1cccc(C(=O)N2CCCC(CCC(=O)NCc3ccc(F)c(F)c3)C2)c1 (stereo not drawn)	-1.6	-1	i	-12	16	3	-1	5	0.1	-5
COc1ccc(C2C(C(=O)Nc3cccnc3)=C(C)Nc3nc(-c4cccs4)nn32)cc1 (stereo not drawn)	1.0	-1	i	38	5	-4	1	-1	-1.1	7
Cc1ccc(O/C=C2\OC(=O)c3ccccc32)cc1	-1.4	2	i	-2	11	2	0	0	-0.4	0
CC(=O)Nc1ccc(CN2CCCCCC2)cc1	-2.9	1	i	-4	11	2	-4	2	-0.7	-2
Cc1cccc(-c2noc(CCC(=O)N3CCN(c4cc(C)ccc4C)CC3)n2)c1	6.4	3	i	4	-2	0	2	3	-1.2	1
O=C(Cn1nc(Br)nc1Br)c1ccccc1	-0.4	2	i	-2	-6	3	-3	-1	-0.1	-4
